ERb coact inh: ER-beta (human) coactivator binding inhibition. AID 633. Q92731. 1.3% of 86,000 active. TR-FRET ER-beta LBD / SRC1-Cy5 peptide binding; receptor agonist-loaded with 1 µM estradiol. inhibition, % at 25.6 µM;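 active means compounds whose percent inhibition of the receptor-coactivator binding signal exceeds about 50% in the single-dose screen, limit read from the data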;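 further: 0% = receptor plus peptide wells without compound and 100% = peptide-only wells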
HIV Rev-RRE inh: inhibitors of HIV-1 Rev-RRE RNA interaction; P05866; Rev peptide-RRE RNA binding, FRET; 0.79% of 97,000 active; inhibition, % at 8 µM; AID 704;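 active means inhibition above the screen-wide mean plus 3 SD, cut at about 35% in these data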;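 further: 0% = median DMSO wells and 100% = median Neomycin B control wells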
Target sequence (P05866 whole entry, looked up): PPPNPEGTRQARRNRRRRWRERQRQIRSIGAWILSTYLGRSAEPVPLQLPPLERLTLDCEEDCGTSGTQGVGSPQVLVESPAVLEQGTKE
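Probe or stimulus: fluorescein-Rev peptide as binding partner; assay system: Cy5-tagged RRE RNA duplex with fluorescein-tagged Rev peptide; timing: 5 min compound–RNA preincubation, then 15 min with peptide, 25 °C; medium: HEPES pH 7.5 buffer with KCl, MgCl2, NaCl and EDTA; signal: fluorescein-to-Cy5 FRET, 480 nm excitation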
ERa coact inh: ER-alpha (human) coactivator binding inhibition; P03372; TR-FRET ER-alpha LBD / SRC-1 peptide, estradiol-bound; inhibition, % at 25.6 µM; 1.7% of 86,000 active; AID 629; in the data active means inhibition above about 50%;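 further: 0% = receptor plus peptide control and 100% = peptide only without receptor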
Target sequence (P03372 whole entry, looked up, the tested form may be a part): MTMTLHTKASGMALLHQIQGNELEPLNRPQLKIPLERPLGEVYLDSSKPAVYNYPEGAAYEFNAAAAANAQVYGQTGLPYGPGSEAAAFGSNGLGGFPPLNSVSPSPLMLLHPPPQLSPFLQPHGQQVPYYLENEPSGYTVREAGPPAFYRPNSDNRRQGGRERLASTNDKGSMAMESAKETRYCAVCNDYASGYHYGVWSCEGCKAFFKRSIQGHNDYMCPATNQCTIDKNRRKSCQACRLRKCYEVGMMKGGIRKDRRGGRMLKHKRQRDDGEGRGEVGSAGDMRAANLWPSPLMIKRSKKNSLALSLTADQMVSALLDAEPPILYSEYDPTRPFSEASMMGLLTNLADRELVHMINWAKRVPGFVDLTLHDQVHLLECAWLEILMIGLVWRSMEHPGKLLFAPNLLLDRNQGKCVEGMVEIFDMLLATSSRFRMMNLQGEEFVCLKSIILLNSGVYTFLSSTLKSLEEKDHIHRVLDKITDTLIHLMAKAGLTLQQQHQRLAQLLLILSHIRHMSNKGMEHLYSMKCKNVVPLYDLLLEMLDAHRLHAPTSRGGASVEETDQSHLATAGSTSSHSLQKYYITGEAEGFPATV
ERa coact pot: ER-alpha (human) coactivator binding potentiation; AID 639; 1.3% of 86,000 active; coactivator binding (% of control), % at 25.6 µM; TR-FRET ERalpha-LBD/SRC-Cy5 coactivator binding, 2 h; 100 = basal binding, no effect; in the data active means activity above about 200%;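 further: binding measured in presence of low estradiol as agonist stimulus; 0% = peptide alone without receptor and 100% = receptor with peptide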
CD11b adhes inh: inhibitors of human CD11b/CD18 binding to fibrinogen. AID 1497. K562 CD11b/CD18 adhesion to fibrinogen, ATPlite luminescence; Mn2+ added to activate the integrin. 0.54% of 93,000 active. inhibition, % at 10 µM. P05107+P11215;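 active means primary inhibition of 50% or more at 10 µM, then 40% or more on retest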; further: some results filed as inactive read as strong as hits
PLK1 PBD inh: inhibitors of human Plk1 polo box domain binding. P53350. Plk1 PBD phosphopeptide binding, fluorescence polarization. inhibition, %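 (tested at about 20 µM)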. 0.13% of 97,000 active; in the data active means inhibition above about 34%, passing the limit was not always enough
FAK blocker: inhibitors of human focal adhesion kinase; Q05397; biochemical FAK kinase activity assay; inhibition, %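 (tested at 7 µM)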; 0.84% of 97,000 active; AID 727; in the data active means inhibition above about 19%;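 further: 0% = DMSO and 100% = reference compound high control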
PLK1 inh: PLK1 (human) kinase inhibition | P53350 | recombinant PLK1 kinase, TR-FRET peptide phosphorylation | inhibition, % at 10 µM | 0.53% of 97,000 active | AID 619;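 active means inhibition of 50% or more in the single-concentration screen; inactive means inhibition below 50%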;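 further: 0% = DMSO max control and 100% = H-89 dihydrochloride min control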
CD11b adhes enh: increases human CD11b/CD18 adhesion to fibrinogen; K562 CD11b/CD18 adhesion to fibrinogen, ATPlite luminescence; activation, % at 10 µM; 0.07% of 93,000 active; AID 1499;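 active means 10 µM primary screen giving 50% or more activity, confirmed by 40% or more on retest at that dose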; further: strong numbers were not always called active; reference of the scale not given here
Starred values were filed as active, the others as inactive; nt = no result given; [ ] = another dose, or the depositor's remark.

nr	SMILES	ERb coact inh	HIV Rev-RRE inh	ERa coact inh	ERa coact pot	CD11b adhes inh	PLK1 PBD inh	FAK blocker	PLK1 inh	CD11b adhes enh
1	Cn1c(CC(=O)Nc2ccccc2)nnc1SCC(=O)c1ccccc1	-11.7	-0.5	-17.0	118.7	-40.1	-4.5	-0.9	-1.3	5.5
2	O=C(COc1ccc(Cl)cc1)N1CCN(c2ncccn2)CC1	2.1[fluorescence artefact?]	1.5	20.9	130.9[fluorescence artefact?]	-2.4	12.6	-1.2	-2.0	0.8
3	CCc1nnc(NC(=O)CSc2nnc(-c3cc4ccccc4cc3O)n2CCOC)s1	4.7[fluorescence artefact?]	-2.2	-0.8[fluorescence artefact?]	110.1	-0.3	-11.6	-3.6	-2.4	5.1
4	Cc1ccc2c(c1C)NC(C)CC2C (stereo not drawn)	1.1	7.8	-7.1	113.2	-2.8	-5.6	0.7	2.9	-2.0
5	Cc1ccc2c(c1)N1C(=O)c3ccccc3C1C1=C(CC(C)(C)CC1=O)N2 (stereo not drawn)	-1.0	-3.8	0.7	110.4	nt	-18.2	0.8	-14.3	nt
6	Cc1ccsc1C(=O)OCc1nc2ccccc2c(=O)[nH]1	-4.7	2.3	1.6	100.1	4.7	1.1	0.9	-29.2	-1.6
7	COc1ccc(NC(=O)NCCCN2CCCC2=O)cc1	3.7	nt	2.4	105.0	-17.1	nt	nt	nt	-4.5
8	c1ccc(COc2nsnc2N2CCOCC2)cc1	-1.6	1.3	-7.6	99.5	-5.3	-26.3	-4.2	-8.0	3.9
9	CCNc1cccc2c1C(=O)N(C)C2=O	-4.5[fluorescence artefact?]	nt	3.7	119.5	-2.6	nt	nt	nt	-6.7
10	Cn1cc(CC(=O)N2CCN(c3ccccc3F)CC2)c2ccccc21	29.6[fluorescence artefact?]	2.5	2.9[fluorescence artefact?]	90.1	2.9	-8.6	1.5	-6.3	3.1
11	Cc1csc(NC(=O)CSc2nc3sc(C)c(C)c3c(=O)[nH]2)n1	26.6[fluorescence artefact?]	8.8	43.0[fluorescence artefact?]	197.6[fluorescence artefact?]	11.8	-12.5	1.9	49.6	66.4
12	O=C1CCCCC(=O)c2ccccc2N1	-6.2	1.7	0.1[fluorescence artefact?]	86.4	nt	12.0	-8.7	-2.3	nt
13	COc1ccc(NC(=O)c2ccc3c(c2)OCO3)cc1Cl	-1.5	1.0	-6.7	90.4	8.2	-16.4	-0.8	-13.0	0.5
14	c1ccc2c(Cn3ccnc3)c[nH]c2c1	-10.5	11.4	-13.0	107.3	-14.3	-4.3	2.1	13.2	0.3
15	CNC(=O)Cc1csc2ccc(Cl)cc12	nt	9.2	nt	nt	4.2	-15.7	10.3	-10.6	3.8
16	Cc1cc(C)nc(NC2=NCC(=O)N2c2cc(Cl)cc(Cl)c2)n1	-1.7[fluorescence artefact?]	2.7	-36.2[fluorescence artefact?]	474.1*[fluorescence artefact?]	-24.4	-3.1	0.9	-4.0	-0.1
17	CCOc1ccccc1NC(=O)N1CCCC(c2nc3c(nnn3Cc3ccc(C)cc3)c(=O)[nH]2)C1 (stereo not drawn)	-4.6	3.8	-2.0	108.6	23.0	6.0	-7.0	1.2	3.1
18	Oc1ccc(-c2cn3c(n2)SCC3)cc1O	94.1*[fluorescence artefact?]	-0.2	74.8*[fluorescence artefact?]	20.1[fluorescence artefact?]	-23.0	9.2	3.6	25.3	-0.6
19	Cc1ccc(C(=O)Nc2cnc3ccccc3c2)cc1	16.7	0.6	-0.5	101.3	7.8	1.3	1.5	-1.0	2.2
20	Cc1cc(C)n2nc(C(=O)NCc3ccccc3)cc2n1	0.5	-0.3	-1.1	98.7	-13.0	27.1	-3.2	10.3	-5.2

Three compounds out of the list, sorted by length of the SMILES, descending.
nr	SMILES	ERb coact inh	HIV Rev-RRE inh	ERa coact inh	ERa coact pot	CD11b adhes inh	PLK1 PBD inh	FAK blocker	PLK1 inh	CD11b adhes enh
3	CCc1nnc(NC(=O)CSc2nnc(-c3cc4ccccc4cc3O)n2CCOC)s1	4.7[fluorescence artefact?]	-2.2	-0.8[fluorescence artefact?]	110.1	-0.3	-11.6	-3.6	-2.4	5.1
11	Cc1csc(NC(=O)CSc2nc3sc(C)c(C)c3c(=O)[nH]2)n1	26.6[fluorescence artefact?]	8.8	43.0[fluorescence artefact?]	197.6[fluorescence artefact?]	11.8	-12.5	1.9	49.6	66.4
6	Cc1ccsc1C(=O)OCc1nc2ccccc2c(=O)[nH]1	-4.7	2.3	1.6	100.1	4.7	1.1	0.9	-29.2	-1.6

Continuation:
nr	SMILES	ERb coact inh	HIV Rev-RRE inh	ERa coact inh	ERa coact pot	CD11b adhes inh	PLK1 PBD inh	FAK blocker	PLK1 inh	CD11b adhes enh
21	ClC(Br)=C(n1cnc2ccccc21)n1cnc2ccccc21	-2.4	0.9	15.9	87.0	-24.4	-12.1	6.6	-14.7	11.7
22	Cc1ccc(C(=O)Cn2c(N3CCOCC3)nc3c2c(=O)n(C)c(=O)n3C)cc1	-10.2[fluorescence artefact?]	4.0	-1.6	113.4	-12.3	-24.3	-0.3	-5.0	-0.2
23	CC1=C(C(=O)OCCOC(C)C)C(c2cc3c(cc2Br)OCO3)CC(=O)N1 (stereo not drawn)	-0.5	10.7	5.0	103.6	-4.1	-24.2	1.8	-20.1	-0.7
24	CCCC(=O)c1ccc(N2CCN(C(=O)c3ccccc3)CC2)c(F)c1	1.1	7.2	2.3	110.4	2.5	1.3	-1.3	-9.9	-6.0
25	O=C(NC1CCCCC1)NC1CC2CCCC(C1)N2C1CCCC1 (stereo not drawn)	-10.3	8.1	-8.7	111.0	nt	1.1	0.1	-4.0	nt
26	CCCC(=O)NC(C)C(c1cccs1)N1CCN(C)CC1 (stereo not drawn)	-10.7	2.5	-38.7	110.5	2.5	11.2	-0.1	-0.9	-0.2
27	O=[N+]([O-])c1ccc(NNC(=S)Nc2ccc(F)cc2)cc1	-3.8	3.2	-4.5[fluorescence artefact?]	88.6[fluorescence artefact?]	nt	-31.1	-2.9	-0.1	nt
28	COC(=O)c1sc2ccccc2c1-n1cccc1C(=O)C(=O)Nc1ccc(C)cc1	nt	19.7	nt	nt	nt	-20.3	9.2	-12.3	nt
29	Cc1ccc(S(=O)(=O)N2CCN(C(=O)COc3ccc(NC(=O)c4ccco4)cc3)CC2)cc1	3.8	5.1	12.4	71.7[fluorescence artefact?]	6.0	12.1	0.2	-3.6	-3.8
30	O=C(N/N=C/c1cn(-c2ccccc2)nc1-c1ccc(F)cc1)c1ccc2c(c1)OCO2	nt	8.6	nt	nt	nt	-14.8	-0.7	-2.1	nt
31	O=C(Cn1cnc([N+](=O)[O-])c1)Nc1cc(Oc2ccc(Cl)cc2Cl)cc([N+](=O)[O-])c1	1.0	6.9	9.6	96.1[fluorescence artefact?]	nt	5.3	3.9	-1.9	nt
32	CCOC(=O)N1CCN(C(=O)Nc2ccc3nccnc3c2)CC1	4.2	1.8	6.3	90.5	nt	1.1	0.6	2.4	nt
33	Cc1c(NC(=O)c2ccc(=O)oc2)c(=O)n(-c2ccccc2)n1C	nt	-0.9	nt	nt	-24.4	6.8	0.2	-9.7	-1.0
34	COc1ccc(C(=O)Nc2c(F)c(F)c(F)c(F)c2F)c(OC)c1	4.1[fluorescence artefact?]	8.7	6.3[fluorescence artefact?]	105.7[fluorescence artefact?]	2.0	10.4	-2.4	-15.6	6.3
35	C=CCNC(NC(=O)c1ccccc1)(C(=O)OCC)C(F)(F)F (stereo not drawn)	8.4	-0.6	7.3	97.9	0.6	-6.7	1.8	-0.5	-3.2
36	COc1ccc(S(=O)(=O)Cc2ccc(C(=O)N3CCN(C4CCCCC4)CC3)o2)cc1	-12.1[fluorescence artefact?]	3.7	-7.9	106.9	-11.9	-18.3	0.4	-10.9	3.2
37	Cc1nc2nc3c(cn2n1)C(=O)CCC3	-12.1	10.6	-1.4	102.4	8.6	-6.4	-2.0	1.4	-0.3
38	O=C(O)CSCC(=O)Nc1ccc(S(=O)(=O)N2CCCCC2)cc1	2.6	4.1	-7.4	120.8	2.4	12.4	-0.5	-1.2	-2.0
39	O=C1CC(c2ccccc2)CC(O)=C1C=NCCCN1CCOCC1 (stereo not drawn)	-11.9	4.4	-7.4	110.2	nt	-3.9	3.2	-3.4	nt
40	CC(C)N(C(=O)CN1C(=O)NC2(CCCCCC2)C1=O)C(C)C	-7.0	4.3	2.4	117.5	-4.4	-11.7	0.9	-6.9	0.1
41	CCN1CCN(c2nc3c(C)cccn3c(=O)c2/C=C(\C#N)S(=O)(=O)c2ccc(C)cc2)CC1	1.1	21.2	9.5	99.7[fluorescence artefact?]	-17.1	-18.3	3.1	-11.9	-3.1
42	CNC(=O)NC1CCCc2ccccc21 (stereo not drawn)	2.6[fluorescence artefact?]	2.4	0.1	119.2	-3.7	4.1	-1.3	-11.9	0.2
43	Cc1c(NC(=O)c2noc3c2CCc2ccccc2-3)c(=O)n(-c2ccccc2)n1C	2.4	3.6	-3.4	106.1	nt	-9.8	0.9	-16.1	nt
44	CC1CCN(c2cc(N3CCOCC3)c([N+](=O)[O-])cc2F)CC1	nt	11.8	nt	nt	0.4	5.0	3.6	-11.9	-0.3
45	CCOc1cc(C(=O)O)cc(Cl)c1OC	-4.5	6.3	6.5	100.7	nt	2.8	-0.7	-10.7	nt
46	COC(=O)c1ccc2c(=O)n(CCCCCC(=O)NCc3ccc4c(c3)OCO4)c(=O)[nH]c2c1	43.1[fluorescence artefact?]	-4.7	88.2*	77.7[fluorescence artefact?]	-58.4	-4.4	15.2	-1.7	3.3
47	O=C(COc1ccc(F)cc1)Nc1nccs1	-2.4	-1.5	4.2	83.4	nt	15.7	1.3	10.4	nt
48	Cc1cc(C(=O)NCCCN2CCN(c3cc(Cl)ccc3C)CC2)n(-c2ccccc2)n1	3.8	9.8	-9.7	131.5	6.0	11.0	9.0	-7.0	2.4
49	Cc1noc(C)c1C(=O)OCC(=O)Nc1cc(Cl)ccc1Oc1ccccc1	-12.5	20.4	-5.3	84.2	-2.2	18.9	1.2	4.5	-1.6
50	COc1ccccc1NC(=O)N(Cc1ccco1)Cc1cc2c(C)ccc(C)c2[nH]c1=O	2.0	4.2	6.6	108.3	nt	-14.7	-2.1	6.0	nt
51	Nc1cc(N)cc(-c2nc3ccccc3[nH]2)c1	0.8	3.4	1.6[fluorescence artefact?]	125.0[fluorescence artefact?]	-44.7	-22.3	1.0	-10.0	-3.3
52	Cc1c(C(=O)NCc2ccc3c(c2)OCO3)oc2ccccc12	-5.0	9.8	-2.1	112.9	nt	-4.2	3.3	-8.7	nt
53	COc1ccc(NC(=O)CSc2nnc(-c3ccncc3)n2CC2CCCO2)c(OC)c1 (stereo not drawn)	4.5[fluorescence artefact?]	4.9	2.3	90.7	-34.5	-2.8	-1.8	-15.8	7.1
54	COc1ccc(S(=O)(=O)NC(C)C(=O)Nc2cccc(C(C)=O)c2)cc1 (stereo not drawn)	-3.5	0.8	1.9	85.7[fluorescence artefact?]	-9.4	1.9	-0.2	-8.9	-4.7
55	CCC1(C)Cc2c(sc3nnn(Cc4ccccc4Cl)c(=O)c23)CO1 (stereo not drawn)	nt	8.9	nt	nt	nt	28.8	2.7	-8.1	nt
56	CC1CCCCN1CCNC(=O)CN1C(=O)COc2ccccc21 (stereo not drawn)	2.9[fluorescence artefact?]	6.3	3.3	136.1	3.4	-8.5	-0.3	4.6	-7.1
57	COc1ccc(C(=O)N2c3cc4c(cc3C(C)=CC2(C)C)OCO4)cc1	-9.2	9.8	-5.3	36.9	nt	-3.8	4.2	-9.7	-6.1
58	Cc1ccnc2ccc(-c3nc4ccccc4o3)cc12	-11.3	0.8	0.3	115.0	2.3	-21.9	12.8	-7.7	6.2

Assay outcomes as filed in PubChem BioAssay.
